Screens as filed in PubChem BioAssay.
TRPC6 act: activators of mouse TRPC6 channel. Q61143. HEK293-TRPC6 membrane potential dye fluorescence; stronger effect = higher value. B-score at 10 µM. 310,000 tested, 0.13% active;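 active = B-score of the integrated fluorescence ratio above library mean plus 3 SD, and starting fluorescence ratio within library mean plus 5 SD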;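 also: higher score means more depolarization so channel activation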
HIF activator: HIF pathway transcriptional activation | AID 1910 | 300,000 tested, 0.32% active | activation, % at 7.5 µM (by protocol) | U2OS HRE-luciferase reporter, luminescence; normalized: DMSO 0%, desferrioxamine 100%;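 active = mean activation of at least 10% of the iron chelator positive control signal, with at least half of replicates also reaching 10%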
MrgX1 antag: blocks BAM8-22 activation of human MrgX1 receptor; Q96LB2; MRGX1-HEK293 calcium flux, Fluo-4, BAM8-22 antagonism; stronger effect = lower value; B-score at 10 µM; 310,000 tested, 1.3% active;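 active = calcium-response B-score plate-corrected more than 3 library SD below zero, starting fluorescence within 5 deviations, no agonist response on first addition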;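 also: peak minus trough fluorescence over baseline after final BAM8-22 challenge near maximal dose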
SKKanGAS inh: inhibitors of SKKanGAS S. pyogenes growth in kanamycin (SK-promoter or general growth effect); AID 1662; inhibition, % at 7.5 µM; BacTiter-Glo, 6 h; 300,000 tested, 1.3% active;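 active = mean replicate score, as percent of positive control median, at least 50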;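 also: strain carries kanamycin resistance gene driven by streptokinase promoter and grows in 40 µg/ml kanamycin; loss of luminescence reflects streptokinase promoter inhibition or plain growth inhibition; 0% = median of DMSO wells and 100% = positive control at its reference dose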
aSyn 5UTR inh: 5' untranslated region of α-synuclein, MLPCN primary screen; inhibition, % (tested at 7.5 µM); 300,000 tested, 0.82% active; alpha-synuclein 5'UTR reporter, inhibitor activity; in the data active = inhibition above about 60%;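 also: H4 neuroglioblastoma cells stably carrying SNCA 5'UTR luciferase fusion; 0% = DMSO wells and 100% = positive control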
KLF5 inhibitor: suppresses KLF5 promoter-driven expression; DLD-1 KLF5 promoter-luciferase reporter, luminescence; inhibition, % at 5 µM; 290,000 tested, 0.23% active; AID 1700;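 active = inhibition above a per-plate limit of that plate's mean compound inhibition plus 3 SD, cut at about 60% in these data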;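 also: 0% = DMSO wells and 100% = LY294002 at 200 µM; higher means less KLF5 promoter-driven luciferase light; inactives centre near -14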
TRPC4 agonist: activators of mouse TRPC4 channel | Q9QUQ5 | HEK293 TRPC4beta/mu-opioid, Fluo4 calcium fluorescence; stronger effect = higher value | B-score at 10 µM | 310,000 tested, 0.49% active | AID 2237;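 active = B-score above 5 SD of library B-scores, and initial fluorescence ratio not above library mean plus 5 SD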;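 also: positive B-score marks a calcium rise read as TRPC4 activation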
Target sequence (Q9QUQ5 whole entry, looked up): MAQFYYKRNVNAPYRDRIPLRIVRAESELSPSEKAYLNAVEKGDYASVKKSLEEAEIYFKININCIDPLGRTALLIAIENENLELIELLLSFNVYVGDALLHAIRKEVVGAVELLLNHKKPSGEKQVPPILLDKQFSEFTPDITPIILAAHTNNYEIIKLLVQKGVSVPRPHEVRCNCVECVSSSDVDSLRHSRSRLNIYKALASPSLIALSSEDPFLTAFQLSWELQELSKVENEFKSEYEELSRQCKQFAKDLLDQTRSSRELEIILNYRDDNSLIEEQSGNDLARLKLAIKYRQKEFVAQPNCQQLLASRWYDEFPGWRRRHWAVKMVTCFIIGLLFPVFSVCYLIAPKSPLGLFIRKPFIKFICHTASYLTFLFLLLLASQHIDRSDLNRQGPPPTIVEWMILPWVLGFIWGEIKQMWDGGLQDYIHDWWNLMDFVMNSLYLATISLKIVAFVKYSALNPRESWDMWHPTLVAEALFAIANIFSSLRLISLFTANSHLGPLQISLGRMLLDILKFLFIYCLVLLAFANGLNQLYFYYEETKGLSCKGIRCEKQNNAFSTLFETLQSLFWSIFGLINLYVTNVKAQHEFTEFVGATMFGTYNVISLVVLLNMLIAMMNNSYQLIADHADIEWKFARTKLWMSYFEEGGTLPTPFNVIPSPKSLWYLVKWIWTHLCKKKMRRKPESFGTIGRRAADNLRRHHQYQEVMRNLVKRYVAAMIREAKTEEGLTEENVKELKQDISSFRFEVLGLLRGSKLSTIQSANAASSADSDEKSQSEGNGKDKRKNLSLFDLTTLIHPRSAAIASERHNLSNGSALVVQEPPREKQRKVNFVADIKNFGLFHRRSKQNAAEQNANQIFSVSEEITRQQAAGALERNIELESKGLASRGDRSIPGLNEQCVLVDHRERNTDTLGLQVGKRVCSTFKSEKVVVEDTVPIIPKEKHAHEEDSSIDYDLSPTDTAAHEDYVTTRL
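System: HEK293 cells stably co-expressing mouse TRPC4beta and mu-opioid receptor; Schedule: Fluo4 dye loading 45 min at room temperature, 110 s recording; Detection: Fluo4 fluorescence, kinetic; Evaluation: B-scored integrated calcium fluorescence ratio; Controls: buffer (low) and maximal DAMGO (high).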
TRPC6 inh: blocks the mouse TRPC6 cation channel; HEK293-TRPC6, membrane potential dye, ACh-evoked depolarization; stronger effect = lower value; B-score at 10 µM; 310,000 tested, 1.1% active;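 active = B-score under library mean minus 3 SD, initial fluorescence not abnormally high, positive integrated signal ratio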;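 also: B-score derived from integrated fluorescence ratio over the kinetic read; more negative B-score means stronger inhibition of depolarization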
IEC-6 cytotox: counter-screen for KLF5 inhibitors: cytotoxicity in IEC-6 cells. 290,000 tested, 0.78% active. inhibition, % at 5 µM. IEC-6 cytotoxicity, luminescence viability; in the data active = inhibition above about 22%;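 also: 0% = plate median of test compound wells and 100% = cytotoxic reference compound wells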
TRPC4 inh: blocks the mouse TRPC4 cation channel; Q9QUQ5; HEK293 TRPC4beta/mu-opioid, DAMGO-evoked Fluo4 calcium flux; stronger effect = lower value; B-score at 10 µM; 300,000 tested, 0.39% active;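 active = B-score over 3 SD under the library average, no early fluorescence shift, positive overall ratio signal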
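Signal: kinetic Fluo4 fluorescence imaging of calcium influx. Material: stable TRPC4beta/mu-opioid receptor HEK293 cells. Probe or stimulus: DAMGO in two steps, submaximal then maximal.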
TRPC4 PAM: TRPC4 (mouse) allosteric potentiation; Q9QUQ5; HEK293 TRPC4beta/mu-opioid, DAMGO EC20, Fluo-4 Ca2+ flux; stronger effect = higher value; B-score at 10 µM; 310,000 tested, 0.42% active; AID 2227;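 active = B-score of calcium response area above 5 SD of library B-scores, with initial fluorescence ratio within 5 SD of library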;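 also: B-score of integrated fluorescence ratio over time as area under calcium response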
Active calls of the source: *; i = inactive; · = no result given.

SMILES	TRPC6 act	HIF activator	MrgX1 antag	SKKanGAS inh	aSyn 5UTR inh	KLF5 inhibitor	TRPC4 agonist	TRPC6 inh	IEC-6 cytotox	TRPC4 inh	TRPC4 PAM
Cc1cccc(NNC(=O)c2c(F)cccc2Cl)c1	i	0.0	i	3	13	-44	i	i	6	i	i
CC(=O)N1CCN=C1SCc1ccccc1	i	0.0	i	-1	-1	-28	i	i	-2	i	i
O=C1C2C3C=CC(C3)C2C(=O)N1/N=C/c1cn(Cc2ccccc2)c2ccccc12 (stereo unspecified)	i	-0.3	i	5	66*	-24	i	i	-6	i	i
COc1ccc2c(c1)cc(C(=O)N[C@@H](CCSC)C(=O)N1CCC(C(=O)O)CC1)n2C	i	-2.2	i	0	2	7	i	i	-12	i	i
CCN(CC)C(=O)c1cccc(NC(=O)CC23CC4CC(CC(C4)C2)C3)c1	i	-0.5	i	5	0	-29	i	i	-5	i	i
Cc1cnc(NC(=O)C2COc3ccccc3O2)s1 (stereo unspecified)	i	-1.9	i	-13	71*	-113	i	i	-1	i	i
CCCCNC(=O)NC1(C(F)(F)F)Oc2ccccc2O1	i	0.3	i	1	-31	-11	i	i	-3	i	i
COC(=O)CCc1c(C)c(C(=O)c2ccc(F)cc2)c2ccccn12	i	-0.1	-5.7*	1	31	-8	i	i	4	i	i
Cc1csc(Nc2ccccc2)[n+]1C	i	0.6	i	3	-11	-34	i	i	2	i	i
Cc1ccc(S(=O)(=O)Nc2cccc(C(=O)N3CCOCC3)c2)c(C)c1NS(C)(=O)=O	i	-0.3	i	-1	5	-13	i	i	1	i	i
O=C(NCCN1C(=O)S/C(=C\c2cccnc2)C1=O)c1ccc([N+](=O)[O-])s1	i	1.1	i	3	-34	·	i	i	·	i	i
Cc1c(Cl)cccc1NC(=O)CN1CCN(CCO)CC1	i	0.3	i	-5	-4	4	i	i	3	·	i
Cc1ccc(C2(C)NC(=O)N(CC(=O)Nc3cccnc3Cl)C2=O)cc1 (stereo unspecified)	i	0.0	i	-13	10	4	i	i	7	i	i
NS(=O)(=O)OCCCc1ccccc1	i	1.1	i	-4	6	-8	i	i	0	i	i
O=C(Nc1cccc(Cl)c1)C1=Cc2cc(Cl)ccc2OC1	i	-0.2	i	32	-23	-13	i	i	-1	i	i
COc1ncccc1-c1nnn(-c2ccccc2)n1	i	3.4	i	5	-156	-127	i	i	3	i	i
COc1ccc(-n2c(C)cc(C(=O)CN3CCCCC3)c2C)cc1	i	-0.1	i	4	-12	-1	i	i	4	i	i
CCc1cc(=O)oc2cc(C)cc(OC(C)C(=O)NCC(O)c3ccccc3)c12 (stereo unspecified)	i	-0.3	i	-2	3	3	i	i	-3	i	i
CCCCN(C(=O)c1ccc(OC(F)(F)F)cc1)c1c(N)n(CCC)c(=O)[nH]c1=O	i	0.3	i	2	12	-29	i	i	1	i	i
CCOc1ncccc1C(=O)Nc1ccccc1C(=O)NCc1ccc2c(c1)OCO2	i	-0.8	i	3	29	·	i	i	·	i	i
O=C(Nc1ccc(Nc2ccccc2)cc1)c1ccco1	i	2.9	i	-2	-150	-98	i	i	3	i	i
COc1ccccc1C(=O)NC(=O)COC(=O)c1ccco1	i	2.4	i	1	-14	·	i	i	·	i	i
CCOC(=O)CNC(=O)Cn1cnc2c(nnn2-c2ccccc2)c1=O	i	0.0	i	1	-25	3	i	i	0	i	i
COc1cccc(CNC(=O)c2cc3c(cc2Cl)N2CCCCCC2=NS3(=O)=O)c1	i	0.2	i	5	6	·	i	i	·	i	i
CCn1c(=O)c(C(=O)NCc2ccccc2)c(O)c2ccccc21	i	-1.5	i	7	2	-31	i	i	8	i	i
Cc1cccc(CSc2[nH]c(=O)ncc2C)c1	i	0.0	i	-13	6	-34	i	i	0	i	i
Cn1c(=O)n(C)c2cc([N+](=O)[O-])c(N3CCN(CCO)CC3)cc21	i	0.3	i	0	-5	-20	i	-6.8*	2	i	i
Cc1c(Br)c([N+](=O)[O-])nn1CC(=O)N(C)Cc1ccccc1	i	-1.7	i	1	-2	-30	i	i	6	i	i
CCCCn1c(N)c(N(CC(C)C)C(=O)C2CCCO2)c(=O)[nH]c1=O (stereo unspecified)	i	0.0	i	-7	-9	·	i	i	·	i	i
COc1ccccc1N(CC(=O)NC1CCCC1)C(=O)CNC(=O)c1cccs1	i	0.3	i	-4	3	-5	i	i	-3	i	i

Compound profiles, as listed above. Order of screens: TRPC6 act	HIF activator	MrgX1 antag	SKKanGAS inh	aSyn 5UTR inh	KLF5 inhibitor	TRPC4 agonist	TRPC6 inh	IEC-6 cytotox	TRPC4 inh	TRPC4 PAM
CCn1c(=O)c(C(=O)NCc2ccccc2)c(O)c2ccccc21 reads i	-1.5	i	7	2	-31	i	i	8	i	i
COc1ncccc1-c1nnn(-c2ccccc2)n1 reads i	3.4	i	5	-156	-127	i	i	3	i	i
CC(=O)N1CCN=C1SCc1ccccc1 reads i	0.0	i	-1	-1	-28	i	i	-2	i	i
O=C1C2C3C=CC(C3)C2C(=O)N1/N=C/c1cn(Cc2ccccc2)c2ccccc12 (stereo unspecified) reads i	-0.3	i	5	66*	-24	i	i	-6	i	i

Remaining list, next part:
SMILES	TRPC6 act	HIF activator	MrgX1 antag	SKKanGAS inh	aSyn 5UTR inh	KLF5 inhibitor	TRPC4 agonist	TRPC6 inh	IEC-6 cytotox	TRPC4 inh	TRPC4 PAM
CC1(C)CC(N(Cc2ccc(F)cc2)C(=O)c2ccc(F)cc2)CCO1 (stereo unspecified)	i	-0.1	i	0	-4	-1	i	i	0	i	i
CC(=O)c1cccc(NC(=O)C(C)OC(=O)CNC(=O)c2ccc(C)s2)c1 (stereo unspecified)	i	-0.5	i	0	-13	-1	i	i	0	i	i
CCOc1cc(C2C(C(=O)OC(C)C)=C(C)N=C3SCCC(=O)N32)ccc1OC(C)=O (stereo unspecified)	i	0.7	i	2	-3	-4	i	i	-4	i	i
CN(C(=O)c1ccncc1)C1CCS(=O)(=O)C1 (stereo unspecified)	i	-0.4	i	1	23	27	i	i	1	i	i
CCN(C(=O)COC(=O)CCS(=O)(=O)c1ccc(C)cc1)C1CCS(=O)(=O)C1 (stereo unspecified)	i	0.0	i	1	2	-19	i	i	5	i	i
Cc1cccc(CN2C(=O)[C@@H]3Cc4c([nH]c5ccccc45)C(C)(C)N3C2=O)c1	i	-0.7	i	19	-4	·	i	i	·	i	i
COc1c(C)cccc1C(=O)NC(=S)Nc1ccccc1N1CCCC1	i	2.3	i	5	-13	-21	i	i	2	i	i
COc1ccc(/C=C/C(=O)NCCCc2ccccc2)cc1	i	0.3	i	-20	-29	3	i	i	-9	i	i
COc1ccc(CCNS(=O)(=O)c2cccc([N+](=O)[O-])c2)cc1	i	1.1	i	-9	-20	-22	i	i	6	i	i
Cc1ccccc1/C=C/C(=O)c1ccc([N+](=O)[O-])o1	i	1.8	i	62*	24	·	i	i	·	i	i
CCC(O)CNC(=O)CCc1nnc(C2(c3ccc(Cl)cc3)CCC2)o1 (stereo unspecified)	i	0.5	i	0	-1	-36	i	i	-5	i	i
Cc1cc(Br)c2c(c1)C(O)(N1CCCCC1C)C(=O)N2 (stereo unspecified)	i	-3.4	i	2	18	-15	i	i	10	i	i
O=C(N/N=C/c1ccncc1)c1ccc(COc2cccc3cccnc23)cc1	i	-0.4	i	-6	17	-4	i	i	5	i	i
Cn1ncc2c(N3CCC(Cc4ccccc4)CC3)ncnc21	i	-0.1	i	9	15	-10	i	i	-7	i	i
N=c1sccn1CC(=O)NC(c1ccccc1)c1ccccc1	i	-0.1	i	-2	2	-17	i	i	-5	i	i
COc1ccc2nc3c(nc2c1)CCCC3	i	-17	i	-2	-46	-60	i	i	0	i	i
CCOC(=O)c1cc(OC(=O)c2ccccc2)n(-c2ccccc2)n1	i	-0.6	i	10	4	14	i	i	3	i	i
Cc1ccsc1/C=C1\SC(=S)N(CC2CCCO2)C1=O (stereo unspecified)	i	2.2	i	-8	-35	-16	i	i	2	i	i
CCCC12CN3CC(C)(CN(C1)C3c1ccc(OC(C)C)cc1)C2=O (stereo unspecified)	i	-0.3	i	8	12	-1	i	i	1	i	i
CCc1nnc(NC(=O)C2CSC3(C)CCC(=O)N23)s1 (stereo unspecified)	i	-0.1	i	-2	1	·	i	i	·	i	i
CC(=O)c1c(C)[nH]c2ccccc2c1=O	i	-0.5	i	-1	-23	-10	i	i	0	i	i
COc1ccccc1NC(=S)N(Cc1ccco1)Cc1cc2cc(C)ccc2[nH]c1=O	i	-0.2	i	10	10	-9	i	i	6	i	i
C/C(=N\NC(=O)c1nnn(-c2nonc2N)c1-c1ccc2c(c1)OCO2)c1cccs1	i	0.1	i	-1	5	-12	i	i	-7	i	i
COc1ccc(-c2[nH]ncc2CN2CCCOc3c(cccc3OC)C2)c(OC)c1	i	-0.3	i	4	9	-8	i	i	3	i	i
COc1ccc(Br)cc1C(=O)Nc1ccc(NC(=O)c2ccco2)cc1	i	-0.1	i	18	-22	-56	i	i	-3	i	i
CCOC(=O)c1cnn(-c2cc(C)nc3c(-c4ccccc4)c(C)nn23)c1N	i	-0.3	i	1	-12	-30	i	i	-2	i	i
CCOc1ccc(NC(=S)Nc2ccc(OC)cc2)cc1	i	-0.3	i	0	-1	-20	i	i	-3	i	i
CC(=O)NC1CCN(CC(=O)Nc2cccc([N+](=O)[O-])c2)CC1	i	-0.3	i	3	-7	-8	i	i	0	·	i
COc1ccc(CCN2C(=O)c3cccc4c(C(=O)N5CCCCC5)ccc(c34)C2=O)cc1OC	i	-0.5	i	0	-57	7	i	i	2	i	i
COc1ccc(C(=O)NNC(=O)C(=O)/C=C(\O)c2ccc(C)cc2)cc1	i	-14	i	5	-10	-57	i	i	-8	i	i
Cc1ccnc(NS(=O)(=O)c2ccc(NS(=O)(=O)c3cccs3)cc2)n1	i	-1.2	i	-8	26	-14	i	i	-3	i	i

Filtered by structure: those above with bromine (3)
SMILES	TRPC6 act	HIF activator	MrgX1 antag	SKKanGAS inh	aSyn 5UTR inh	KLF5 inhibitor	TRPC4 agonist	TRPC6 inh	IEC-6 cytotox	TRPC4 inh	TRPC4 PAM
Cc1c(Br)c([N+](=O)[O-])nn1CC(=O)N(C)Cc1ccccc1	i	-1.7	i	1	-2	-30	i	i	6	i	i
Cc1cc(Br)c2c(c1)C(O)(N1CCCCC1C)C(=O)N2 (stereo unspecified)	i	-3.4	i	2	18	-15	i	i	10	i	i
COc1ccc(Br)cc1C(=O)Nc1ccc(NC(=O)c2ccco2)cc1	i	-0.1	i	18	-22	-56	i	i	-3	i	i

Random draw from the library (roughly 5.8% active in at least one column).
